# CHT allo act: CHT positive allosteric modulators, primary screen, cell-based, membrane potential dye, choline EC20. CHT-expressing cells; stronger effect = higher value; LV-AA mutant CHT in HEK293 cells. High affinity choline transporter 1 (Homo sapiens), Q9GZV3. 0.49% of 310,000 active. B-score at 10 µM. AID 488977, 2010;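 active = initial fluorescence not abnormally high and integrated response B-score, plate-corrected, over 3 SD above library mean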
# Target sequence (Q9GZV3 whole entry, looked up): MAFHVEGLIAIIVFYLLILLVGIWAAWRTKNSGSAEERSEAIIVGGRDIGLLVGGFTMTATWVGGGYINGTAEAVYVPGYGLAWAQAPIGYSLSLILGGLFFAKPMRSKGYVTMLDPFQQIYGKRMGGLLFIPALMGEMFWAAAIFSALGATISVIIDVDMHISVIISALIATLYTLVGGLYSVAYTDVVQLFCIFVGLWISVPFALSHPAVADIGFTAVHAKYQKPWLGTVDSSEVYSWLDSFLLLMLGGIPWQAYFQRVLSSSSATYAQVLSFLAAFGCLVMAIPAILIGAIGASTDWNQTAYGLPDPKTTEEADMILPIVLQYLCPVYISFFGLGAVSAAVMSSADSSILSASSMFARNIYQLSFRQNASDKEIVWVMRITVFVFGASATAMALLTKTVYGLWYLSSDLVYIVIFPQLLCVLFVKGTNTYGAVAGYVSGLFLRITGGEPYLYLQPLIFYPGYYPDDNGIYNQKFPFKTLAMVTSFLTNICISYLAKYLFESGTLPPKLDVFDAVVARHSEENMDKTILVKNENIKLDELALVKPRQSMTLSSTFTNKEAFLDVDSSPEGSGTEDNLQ
# CHT inh: inhibitors of human choline transporter CHT; High affinity choline transporter 1 (Homo sapiens), Q9GZV3; CHT-expressing cells, membrane potential dye, choline response; stronger effect = lower value; B-score at 10 µM; 0.86% of 310,000 active; AID 488975, 2010;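 active = B-score over 3 SD under the library average, and starting fluorescence ratio not unusually high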;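 also: choline stimulus applied at its EC90 after an EC20 pre-addition; B-score computed on integrated fluorescence ratio after choline addition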
# STK33 kinase inh: inhibitors of purified STK33 kinase, primary screen, biochemical, ADP-Glo luminescence, homogeneous, cell-free | MBP phosphorylation | inhibition, % at 10 µM | Serine/threonine-protein kinase 33 (Homo sapiens), Q9BYT3 | AID 2661, 2010 | 0.073% of 320,000 active;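 active = inhibition at or above 25%, using the most active replicate where run in duplicate; inactive = inhibition below 25%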
# Target sequence (Q9BYT3 whole entry, looked up): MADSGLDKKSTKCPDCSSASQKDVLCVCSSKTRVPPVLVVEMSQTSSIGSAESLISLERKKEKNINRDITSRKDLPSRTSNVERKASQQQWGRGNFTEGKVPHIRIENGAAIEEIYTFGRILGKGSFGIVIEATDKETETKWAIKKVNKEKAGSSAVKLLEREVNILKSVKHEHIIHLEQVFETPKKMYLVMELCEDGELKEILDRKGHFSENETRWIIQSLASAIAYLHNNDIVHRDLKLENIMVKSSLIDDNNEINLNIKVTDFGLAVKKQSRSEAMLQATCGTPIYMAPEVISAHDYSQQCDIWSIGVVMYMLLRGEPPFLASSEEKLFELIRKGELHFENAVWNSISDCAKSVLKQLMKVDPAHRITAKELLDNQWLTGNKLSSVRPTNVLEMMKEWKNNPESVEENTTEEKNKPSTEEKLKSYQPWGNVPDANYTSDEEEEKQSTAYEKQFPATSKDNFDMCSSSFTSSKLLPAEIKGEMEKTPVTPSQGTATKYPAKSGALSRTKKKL
# * marks the source's active call; other numbers are inactive results; i = inactive; . = not tested or not shown. No enrichment for hits; overall some 1.5% were active at least once.
Molecule | CHT allo act | CHT inh | STK33 kinase inh
O=C1NC(=O)/C(=C/c2ccc(OS(=O)(=O)c3ccc(F)cc3F)cc2)N1 | i | i | 0.6
O=C(NCC1CCCO1)c1ccc2c3n(nc2c1)-c1ccccc1CO3 (stereo not given) | i | i | 1.5
CC(C)CC1(C)NC(=O)N(CCN2C(=O)c3ccccc3C2=O)C1=O (stereo not given) | i | i | -0.4
CC(C)Oc1ccc(C(=O)Nc2ccc(S(=O)(=O)N3CCN(C)CC3)cc2)cc1 | i | i | 1.5
CCCn1nc2cc(C(=O)NCc3ccc(C)cc3)ccc2c1OCC | i | -5.6* | 0.4
O=C(/C=C/c1ccc([N+](=O)[O-])cc1)Nc1cccc(C(=O)Nc2ccccc2C(=O)O)c1 | i | i | -0.7
CCc1ccccc1NC(=O)CC1SCCNC1=O (stereo not given) | i | i | -0.3
CCCOC(=O)c1ccc2c(c1)C(=O)N(c1ccccc1)C2=O | i | i | -1.6
CCn1c(SCc2ccc(C(=O)Nc3cc(C)cc(C)c3)cc2)nnc1-c1ccncc1 | i | i | 0.2
Cc1nnc(NC(=O)c2cccc(S(=O)(=O)N3CCc4ccccc43)c2)s1 | i | i | -1.1
CN(NC(N)=O)c1ncc(C(F)(F)F)cc1Cl | i | i | 0.0
CCCc1cc(N2CCCC(C(=O)NCC)C2)n2ncnc2n1 (stereo not given) | i | i | -3.3
Cc1cc(Nc2ccc(F)c(Cl)c2)n2nc(C)nc2n1 | i | i | -1.3
COc1ccc(C(=O)NC(=S)N2CCCCC2c2cccnc2)cc1OC (stereo not given) | i | i | 0.1
CC(=O)Nc1ccc(S(=O)(=O)Nc2ccc3c(c2)CCC3)cc1 | i | i | 0.0
Cc1cccc(-n2c(SCC(=O)N3CCCC3)nnc2-c2ccccn2)c1C | i | i | -0.9
Cc1nc(N)nc(N/N=C/c2ccccc2)n1 | i | i | -0.6
COC(=O)c1ccc(Cn2c(CN3CCOCC3)nc3ccccc3c2=O)o1 | i | -5.2* | -0.1
Nc1nc(-c2ccc3c(c2)CCO3)cs1 | i | i | 2.7
CCOC(=O)c1sc(NC(=O)CSc2nc(C)cc(C(F)(F)F)n2)c(C#N)c1C | i | i | -1.6

# 2 compounds drawn at random from the list so far:
Molecule | CHT allo act | CHT inh | STK33 kinase inh
CCCc1cc(N2CCCC(C(=O)NCC)C2)n2ncnc2n1 (stereo not given) | i | i | -3.3
CN(NC(N)=O)c1ncc(C(F)(F)F)cc1Cl | i | i | 0.0

# Additional structures follow.
Molecule | CHT allo act | CHT inh | STK33 kinase inh
CCn1cc(C(=O)N2CC(C)CC(C)C2)c(=O)c2cc(S(=O)(=O)N(C)C)ccc21 (stereo not given) | i | i | 0.1
COP1(=O)C=C[C@H](N(Cc2ccccc2)S(=O)(=O)c2ccccc2[N+](=O)[O-])[C@@H](C)O1 (stereo not given in full) | i | i | -0.7
CC1(C)Cc2c(sc3ncn(N)c(=N)c23)CO1 | i | i | 0.5
COc1ccc(OCc2cc(C(=O)NCC(C)(C)N3CCOCC3)no2)c(Cl)c1 | i | i | -1.0
CCOc1ccccc1NC(=O)c1cccc(NC(=O)C(C)C)c1 | i | i | 0.3
Nc1cc(C(F)(F)F)ccc1NCCc1ccccn1 | i | i | -1.0
COCCN(C(=O)c1ccccc1F)c1c(N)n(Cc2ccccc2)c(=O)[nH]c1=O | i | i | -2.9
CCCOC(=O)c1ccc(Oc2cn[nH]c2-c2ccc(O)cc2O)cc1 | i | i | 3.1
Cc1ccc(NC(=O)COC(=O)Cc2cccs2)cc1S(=O)(=O)N1CCOCC1 | i | i | -1.4
COc1ccc(C(=O)OCn2nnc3ccccc3c2=O)cc1[N+](=O)[O-] | i | i | -0.6
C=C(C)C(=O)Nc1cccnc1Oc1ccc(F)cc1 | i | i | -0.4
Cc1ccc(S(=O)(=O)NC(CC(=O)O)c2ccc(F)cc2)cc1 (stereo not given) | i | i | -0.9
O=C(CN1CCN(c2ccc(C(F)(F)F)cn2)CC1)Nc1ccc2c(c1)OCO2 | i | i | 0.1
COc1ccc2[nH]c3nc(SC(C)C)nnc3c2c1 | i | i | -1.2
CCc1ccc(OCC(=O)N/N=C(\C)c2ccccc2OC(F)F)cc1 | i | i | -1.4
COc1ccc(CCNC(=O)NC2CCCCC2)cc1 | i | i | -1.4
C=CCNC(=O)NC(=O)COC(=O)CNS(=O)(=O)c1ccc(F)c(F)c1F | i | i | -2.6
COc1ccc(CC(=O)N2CCCc3ccccc32)cc1 | i | i | 0.5
O=C(c1ccc(Cn2c(=S)[nH]c3ccc(N4CCOCC4)cc3c2=O)cc1)N1CCC(N2CCCCC2)CC1 | i | i | -1.0
CC(OC(=O)c1ccc(=O)n(Cc2ccccc2)n1)C(=O)Nc1cccc(Cl)c1 (stereo not given) | i | i | 0.0

# Another view of part of the listing above:
# Fields – CHT allo act	CHT inh	STK33 kinase inh
COc1ccc(OCc2cc(C(=O)NCC(C)(C)N3CCOCC3)no2)c(Cl)c1
→ i	i	-1.0
CCOc1ccccc1NC(=O)c1cccc(NC(=O)C(C)C)c1
→ i	i	0.3

# (further entries)
Molecule | CHT allo act | CHT inh | STK33 kinase inh
CCc1ccccc1S(=O)(=O)Cc1ccc(C(=O)N2CCN(c3ccccc3OC)CC2)o1 | i | i | .
CCn1c(=NC(=O)c2ccc(S(=O)(=O)N(C)C)cc2)sc2cccc(OC)c21 | i | i | 0.5
CC(C)(C)c1ccc(/C=C/C(=O)c2ccc(NC3=NCCCS3)cc2)cc1 | i | i | 0.2
O=C(Nc1ccc(NC(=O)c2ccco2)c(Cl)c1)c1ccccc1 | i | i | 1.8
COc1cccc(/C=C2/SC(=O)N(CC(=O)N3CCc4ccccc4C3)C2=O)c1OCC(=O)O | i | i | 0.3
CCCC(=O)NC(c1ccc(Cl)cc1)c1ccc2cccnc2c1O (stereo not given) | i | i | -1.2
CN(CC(=O)N1CCN(Cc2ccccc2)CC1)S(=O)(=O)c1cccc2nsnc12 | i | i | -0.8
CC(=O)c1ccc(OCC(O)CN2CCN(Cc3ccccc3)CC2)cc1 (stereo not given) | i | i | 1.1
Cc1ccccc1-c1nc2c(s1)CCc1onc(-c3cccc([N+](=O)[O-])c3)c1-2 | i | i | -2.8
O=[N+]([O-])c1ccc(-c2csc(N/N=C/c3cccnc3)n2)cc1 | i | i | -2.0
O=S(=O)(c1ccc(NC(=S)Nc2ccc3c(c2)OCO3)cc1)N1CCOCC1 | i | i | -1.3
O=C(NC(C(=O)c1ccccc1)N1CCOCC1)c1cccs1 (stereo not given) | i | i | -2.2
C/C(=N/NC(=O)CNC(=O)c1cccnc1)c1ccco1 | i | i | -1.6
CCc1nc(CNC(=O)c2cc(OC)c(OC)c(OC)c2)no1 | i | i | -0.6
COc1ccc(C(=O)O)cc1S(=O)(=O)NCCCN1CCCC1=O | i | i | 1.0
CCOC(=O)/C=C1\SCC(=O)N1CC(=O)NCCc1ccc(F)cc1 | i | i | 1.6
N#Cc1cc2c(nc1SCc1cccc(Cl)c1)CCCCC2 | i | i | -1.7
O=C1C(Cl)=C(N2CCN(Cc3ccccc3)CC2)C(=O)N1Cc1ccccc1 | i | i | -0.6
CC1CCN(CCCNC(=O)C2CCCN(c3ncnc4c3nc3n4CCCCC3)C2)CC1 (stereo not given) | i | i | -0.5
CCN(CC(=O)Nc1ccccc1C(F)(F)F)C(=O)CCc1nc2sc3c(c2c(=O)[nH]1)CCCC3 | i | i | -0.4
O=C(Nc1oc2ccccc2c(=O)c1-c1ccc(Cl)cc1)c1ccco1 | i | i | -0.5
COc1ccc(NC(=O)c2nc(C)n(-c3ccc([N+](=O)[O-])cc3)n2)cc1 | i | i | -1.1
CCCCNC(=O)CSc1nc2ccc(NC(=O)CSc3nnc(COc4ccccc4C)n3C)cc2s1 | i | i | -1.1
CC(C)OCCCNC(=O)C1CC(=O)N(C2CCCCCCC2)C1 (stereo not given) | i | i | -0.4
COc1cc2[nH]c(=O)n(CCC(=O)NCc3cccnc3)c(=O)c2cc1OC | i | i | -1.1
O=C(NCc1ccco1)c1cc(-c2ccc(F)cc2)on1 | i | i | 0.2
O=C(CSc1nc2cc(Cl)ccc2o1)NCCc1ccccc1 | i | i | -0.3
Cc1ccc(-c2cc(C(=O)Nc3ccncc3)c3ccccc3n2)cc1 | i | i | .
Cc1cc(C)cc(NC(=O)Cn2c(=O)oc3cc(S(=O)(=O)N4CC(C)CC(C)C4)ccc32)c1 (stereo not given) | i | i | -1.6
Cc1c(C(=O)O)oc2c3c(ccc12)OCCO3 | i | i | 0.1
CN1CCCC(CC2c3ccccc3Sc3ccccc32)C1 (stereo not given) | i | i | 1.1
CCOc1ccc2nc(NS(=O)(=O)Cc3ccccc3)sc2c1 | i | i | -2.0
O=C(COC(=O)c1ccc(Cl)cc1O)NCCN1C(=O)CSC1=O | i | i | -1.2
O=C(Cc1ccc([N+](=O)[O-])cc1)OCc1ccc([N+](=O)[O-])cc1 | i | i | -0.5
O=C(O)CCC(=O)NNc1nc(-c2ccccc2)c2cc(Cl)ccc2n1 | i | i | -0.3
O=C(N/N=C\c1cc(Br)cs1)c1ccncc1 | i | i | -0.7
CCCCn1c(N)c(N(CC(C)C)C(=O)CN(C)S(=O)(=O)c2ccc(NC(C)=O)cc2)c(=O)[nH]c1=O | i | i | -0.6
Cn1cnc2c(N/N=C/c3cccs3)ncnc21 | i | i | 7.5
COc1ncnc2c1N[C@@](C)(O)c1c(F)c(F)c(F)c(F)c1S2 | i | i | -0.8
CSc1ccccc1NC(=O)c1cccs1 | i | i | -0.4
CN1CCN(CCCN(Cc2ccco2)C(=S)Nc2ccc(Cl)cc2)CC1 | i | i | -1.5
O=[N+]([O-])c1ccc2nc(CCCO)[nH]c2c1 | i | i | 0.9
Cc1cccc(Nc2ccc(NCc3ccccc3)nn2)c1 | i | i | 0.0
CC1CC(O)(CC(O)(c2ccccc2)c2ccccc2)C(C)CN1C (stereo not given) | i | i | 9.0
COc1ccc(-c2ccc(/C=N/N3C(=O)C4C5C=CC(C6CC56)C4C3=O)o2)c([N+](=O)[O-])c1 (stereo not given) | i | i | .
O=C(Cn1cc(S(=O)(=O)N2CCN(c3ccccc3F)CC2)c2ccccc2c1=O)NCCCN1CCCCCC1 | i | i | -0.4
CCCCn1c(N)c(N(CCC(C)C)C(=O)C2CC(=O)N(c3ccc4c(c3)OCCO4)C2)c(=O)[nH]c1=O (stereo not given) | i | i | -0.2
COC(=O)C(CC(C)C)NC(=O)c1ccc([N+](=O)[O-])c(C)c1 (stereo not given) | i | i | -1.6
CCOC(=O)c1ccc(NC(=O)CN2CCN(C(=O)c3ccco3)CC2)cc1 | i | i | 0.3
COc1ccc(OC)c(S(=O)(=O)N2CCCC(C(=O)N3CCOCC3)C2)c1 (stereo not given) | i | i | -0.7
Cc1cc(C(=O)N/N=C/c2c(C)nn(-c3ccccc3)c2Cl)n[nH]1 | i | i | -0.2
CC(=O)Nc1ccc(NC(=O)CSc2nccn2Cc2ccccc2)cc1 | i | i | -1.5
Cc1cccn2c(=O)c3cc(C(N)=S)c(=N)n(CCCOC(C)C)c3nc12 | i | i | 3.8
CC(C)[C@@H](C(=O)N1CCN(C(=O)OC(C)(C)C)CC1)n1cc(CCO)nn1 | i | i | 0.7
COc1ccccc1C(=O)NC1CCN(C(=S)NCCc2ccccc2)CC1 | i | -6.3* | 0.3
COc1ccc(-c2oc3ccc(N4CCOCC4)cc3c2C#CCO)cc1 | i | i | 1.1
CCOC(=O)C(CC)/C(C)=N/NC(=O)c1ccccc1[N+](=O)[O-] (stereo not given) | i | i | -0.2
CCOc1ccc(CCNC(=O)c2cccs2)cc1OCC | i | i | -2.4
O=C(c1ccco1)N(Cc1ccco1)Cc1cc2ccccc2[nH]c1=O | i | i | -0.3
CCN(CC(=O)Nc1ccc(NC(C)=O)cc1)C(=O)c1ccccc1CCc1ccccc1 | i | i | .

# Next records follow.
Molecule | CHT allo act | CHT inh | STK33 kinase inh
Cc1oc(-c2ccc(Cl)cc2)nc1CN1CCC(C(=O)N2CCc3ccccc3C2)CC1 | i | i | 0.1
COc1ccccc1NC(=O)Nc1ccnn1Cc1cccs1 | i | i | -0.9
Cc1ccc(-n2c(-c3ccccc3)c[n+]3c2CCC3)cc1 | i | i | -0.6
Cc1ccc(C2CC(c3ccccc3Cl)n3nc(N)nc3N2)cc1 (stereo not given) | i | i | -0.4
CCN1CCN(C(=O)c2ccc(Cn3c(=O)[nH]c4cc(OC)c(OC)cc4c3=O)cc2)CC1 | i | i | -0.8
Cc1cc(C)c(C(=O)COC(=O)c2cc([N+](=O)[O-])ccc2NCCO)cc1C | i | i | 1.1
CCn1cc(C(=O)N2CCN(Cc3ccc4c(c3)OCO4)CC2)c2cc(OC)c(OC)cc2c1=O | i | i | -3.0
CC(C)CN1CCN(Cc2cccc3nccnc23)CC1CCO (stereo not given) | i | i | -1.3
O=C(NCCCN1CCOCC1)c1ccc2c(c1)N(Cc1c(F)cccc1Cl)C(=O)c1ccccc1S2 | i | i | -0.3
CCOC(=O)c1[nH]c2ccc(Br)cc2c1NC(=O)CCN1CCCC(C)C1 (stereo not given) | i | i | -0.7
O=c1[nH]c2cc3c(cc2cc1CN(CCc1ccccc1)Cc1nnnn1CC1CCCO1)OCO3 (stereo not given) | i | i | 1.0

# Screening data as filed in PubChem BioAssay.
